Fh CTSL1 inh = Fasciola hepatica cathepsin L1 inhibitors, primary screen, counter-screen for PFM18AAP inhibitor project, biochemical, QFRET, fluorogenic peptide substrate; inhibition, % at 5.96 µM; 0.49% of 300,000 active; recombinant F. hepatica cathepsin L1, Z-Leu-Arg-MCA fluorescence;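 active = inhibition above the mean of all tested compounds plus 3 SD, set per screening campaign, cut at about 17% in these data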;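 note: 0% = plate median of test compound wells and 100% = 1 µM Z-Phe-Ala-diazomethylketone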
procasp3 activ = activators of human procaspase-3 D3A mutant, primary screen, biochemical, absorbance, PC-3 D3A mutant, single concentration | Caspase-3 (Homo sapiens), P42574 | recombinant procaspase-3 D3A, Ac-DEVD-pNA absorbance 405 nm | activation, % at 8.5 µM | 0.11% of 330,000 active | AID 463141, 2010;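 active = activation above the mean of all tested compounds plus 3 SD, cut at about 21% in these data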;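 note: 0% = DMSO alone and 100% = DMSO wells spiked with extra 5 µM PC-3 D3A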
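Technique: 405 nm absorbance of p-nitroaniline, reads at 0 and 120 min; Test system: Procaspase-3 D3A mutant; Incubation: 1 h enzyme-compound preincubation, then 2 h substrate reaction, 25 °C; Repeats: singlicate, each compound tested once; Benchmarks: low control DMSO wells, high control DMSO plus 5 µM PC-3 D3A.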
PP1 counter = PP1-alpha phosphatase inhibitors, primary screen, counter-screen for PP5 inhibitor project, biochemical, fluorescence, OMFP substrate, single point | inhibition, % at 6.7 µM | Serine/threonine-protein phosphatase PP1-alpha catalytic subunit (Homo sapiens), P62136 | purified PP1alpha | 0.9% of 320,000 active;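 active = inhibition above the mean inhibition of all tested compounds plus 3 SD, computed separately for each screening campaign, cut at about 15% in these data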
AHR act = AHR activators, primary screen, cell-based, luminescence, luciferase reporter, human; Aryl hydrocarbon receptor (Homo sapiens), P35869; 2.5% of 320,000 active; activation, % at 5 µM; AHR-responsive luciferase reporter cells; AID 2796, 2010; in the data active = activation above about 47%;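 note: 0% = vehicle wells and 100% = reference agonist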
Target sequence (P35869 whole entry, looked up): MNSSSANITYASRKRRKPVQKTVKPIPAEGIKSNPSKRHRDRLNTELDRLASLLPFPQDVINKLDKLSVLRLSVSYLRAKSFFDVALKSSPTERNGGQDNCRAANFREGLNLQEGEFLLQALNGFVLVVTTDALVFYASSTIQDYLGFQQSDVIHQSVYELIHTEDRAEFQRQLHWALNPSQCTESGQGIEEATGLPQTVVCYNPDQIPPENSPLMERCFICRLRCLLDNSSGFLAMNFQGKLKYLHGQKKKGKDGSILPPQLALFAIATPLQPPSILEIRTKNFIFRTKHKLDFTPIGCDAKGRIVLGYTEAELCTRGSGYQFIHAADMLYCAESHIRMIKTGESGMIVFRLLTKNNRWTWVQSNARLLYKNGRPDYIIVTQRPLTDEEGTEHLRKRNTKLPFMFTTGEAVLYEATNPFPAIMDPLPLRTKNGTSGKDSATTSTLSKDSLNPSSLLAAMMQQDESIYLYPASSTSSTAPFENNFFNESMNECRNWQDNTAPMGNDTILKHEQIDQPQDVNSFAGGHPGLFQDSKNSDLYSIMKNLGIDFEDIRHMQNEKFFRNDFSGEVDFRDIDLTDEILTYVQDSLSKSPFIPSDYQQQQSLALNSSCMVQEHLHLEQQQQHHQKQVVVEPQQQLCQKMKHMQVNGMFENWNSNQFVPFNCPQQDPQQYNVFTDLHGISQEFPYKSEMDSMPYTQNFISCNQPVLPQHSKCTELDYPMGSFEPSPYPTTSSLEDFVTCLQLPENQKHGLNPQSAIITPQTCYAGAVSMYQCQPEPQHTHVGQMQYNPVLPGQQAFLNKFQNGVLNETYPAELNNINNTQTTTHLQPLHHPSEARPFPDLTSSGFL
procasp7 counter = procaspase-7 activators, primary screen, counter-screen for procaspase-3 activator project, biochemical, absorbance, HTS, human; activation, % at 8.5 µM; recombinant procaspase-7, Ac-DEVD-pNA absorbance 405 nm; D23A/D198A/D206A triple mutant, cannot self-cleave; scale: DMSO 0, 5 µM enzyme 100; 0.093% of 330,000 active; AID 463210, 2010; Caspase-7 (Homo sapiens), P55210;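 active = percent activation above the screen-wide mean plus 3 SD, cut at about 25% in these data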
Target sequence (P55210 whole entry D23A/D198A/D206A): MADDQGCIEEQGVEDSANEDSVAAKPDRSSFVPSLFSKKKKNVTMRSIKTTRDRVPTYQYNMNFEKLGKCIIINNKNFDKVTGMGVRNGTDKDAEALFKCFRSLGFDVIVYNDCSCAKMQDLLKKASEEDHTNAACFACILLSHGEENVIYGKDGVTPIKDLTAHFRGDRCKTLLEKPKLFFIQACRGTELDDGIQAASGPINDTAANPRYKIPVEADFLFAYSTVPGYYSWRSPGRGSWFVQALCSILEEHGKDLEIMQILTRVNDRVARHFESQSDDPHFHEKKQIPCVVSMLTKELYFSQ
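Assay system: Uncleavable procaspase-7 mutant enzyme | Input: 2 µM procaspase-7 mutant as dispensed | Timing: 1 h compound preincubation, 2 h substrate cleavage, 25 °C | Repeats: One well per compound | Control set: DMSO wells as 0%, DMSO with 5 µM added PC-7 as 100% | Technique: Epi-absorbance of released pNA at 405 nm, two timepoints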
PP5 primary = PP5 phosphatase inhibitors, primary screen, biochemical, fluorescence; Serine/threonine-protein phosphatase 5 (Homo sapiens), P53041; purified PP5c, OMFP substrate fluorescence; inhibition, % at 6.7 µM; 0.18% of 320,000 active; AID 1987, 2009;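 active = inhibition above the campaign's mean inhibition across all tested compounds plus 3 SD, cut at about 9.5% in these data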;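 note: 0% = DMSO only and 100% = 100 µM cantharidin control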
PAFAH2 FP inh = PAFAH2 enzyme inhibitors, primary screen, biochemical, fluorescence polarization, human; 0.99% of 340,000 active; inhibition, % at 3.39 µM; recombinant PAFAH2, FP-rhodamine activity probe; Platelet-activating factor acetylhydrolase 2, cytoplasmic (Homo sapiens), Q99487;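 active = inhibition above the mean over all tested compounds plus 3 SD, cut at about 30% in these data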;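 note: inhibitors block probe labeling of enzyme so polarization drops; 0% = enzyme with DMSO and 100% = wells lacking PAFAH2 protein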
TPT1 inh = Candida albicans TPT1 enzyme inhibitors, primary screen, biochemical, fluorescence polarization | tRNA 2'-phosphotransferase TPT1 (Candida albicans SC5314) | recombinant caTPT1, FP RNA substrate dephosphorylation | inhibition, % at 5 µM | 0.81% of 300,000 active | AID 1962, 2009;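 active = inhibition above the mean of all tested compounds plus 3 SD, set per screening campaign, cut at about 24% in these data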;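 note: plate controls were DMSO alone for no effect and ferristatin control at 100 nM for full effect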
core dimer inh = inhibitors of HCV core protein dimerization, primary screen, biochemical, TR-FRET, high-throughput; inhibition, % at 5 µM; AID 1899, 2009; 0.33% of 300,000 active; TR-FRET GST/Flag-core106 dimerization, 1536-well;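 active = inhibition above the mean of all tested compounds plus 3 SD, set per screening campaign, cut at about 45% in these data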
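assay system = GST-tagged and Flag-tagged HCV core protein residues 1-106 | controls = unlabelled core106 and no-GST-core106 wells | incubation = compound-protein-antibody incubation 4 h at 22.5 °C | probe or stimulus = Eu donor and XL665 acceptor anti-tag antibodies | read-out = % inhibition based on acceptor/donor emission ratio | signal = TR-FRET 671 and 617 nm emission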
Numbers without * were called inactive. Outcome played no part in choosing rows, and some 5.6% of all compounds hit somewhere here.

`O=C(NCC1(O)CCCCC1)C1CCC(=O)N(CCc2ccccc2)C1` (stereo not drawn) gave Fh CTSL1 inh -1, procasp3 activ 6, PP1 counter 1, AHR act 3, procasp7 counter 1, PP5 primary -1.3, PAFAH2 FP inh 3, TPT1 inh 2 and core dimer inh -12.
`O=C(O)[C@H](Cc1ccccc1)NC(=O)N1CCCCCC1` gave Fh CTSL1 inh 0, procasp3 activ 1, PP1 counter -4, AHR act 0, procasp7 counter 3, PP5 primary -1.0, PAFAH2 FP inh 4, TPT1 inh 1 and core dimer inh 0.
Screening C/C(=N\NC(=O)C1(C)CC1(Br)Br)c1ccc([N+](=O)[O-])cc1 (stereo not drawn) returned Fh CTSL1 inh 0, procasp3 activ 11, PP1 counter 0, AHR act 2, procasp7 counter 10, PP5 primary -0.4, PAFAH2 FP inh -1, TPT1 inh 1 and core dimer inh 1.
Screening Cc1ccccc1OCC(=O)OCC(=O)NCc1ccco1 returned Fh CTSL1 inh -30, procasp3 activ -10, PP1 counter -4, AHR act 2, procasp7 counter -3, PP5 primary 0.8, PAFAH2 FP inh 1, TPT1 inh -1 and core dimer inh 1.
`Cc1ccc(C2=NN(C(=S)Nc3ccccc3)C(c3ccco3)C2)cc1` (stereo not drawn) gave Fh CTSL1 inh 1, procasp3 activ -4, PP1 counter -1, AHR act 5, procasp7 counter 2, PP5 primary 0.4, PAFAH2 FP inh 0, TPT1 inh 0 and core dimer inh -7.
Screening COc1ccc(Cl)cc1N/C(N)=N/c1nc(C)cc(C)n1 returned Fh CTSL1 inh -3, procasp3 activ -1, PP1 counter -4, AHR act 41, procasp7 counter 3, PP5 primary 1.5, PAFAH2 FP inh 2, TPT1 inh 0 and core dimer inh -4.
`CCC(c1nnnn1C1CCCCC1)N1CCN(C(=O)c2ccco2)CC1` (stereo not drawn) gave Fh CTSL1 inh -1, procasp3 activ 8, PP1 counter 0, AHR act -2, procasp7 counter 7, PP5 primary -1.0, PAFAH2 FP inh -6, TPT1 inh -1 and core dimer inh -2.
`COCCCNC(=S)NNC(=O)c1ccccn1` gave Fh CTSL1 inh 5, procasp3 activ -2, PP1 counter -3, AHR act 2, procasp7 counter -3, PP5 primary 0.0, PAFAH2 FP inh -4, TPT1 inh 0 and core dimer inh 0.
Screening COCCc1nc2ccc(C(=O)NCc3cccc(-n4cccn4)c3)cc2o1 returned Fh CTSL1 inh 2, procasp3 activ 6, PP1 counter 1, AHR act 5, procasp7 counter 1, PP5 primary 1.1, PAFAH2 FP inh 4, TPT1 inh -4 and core dimer inh -10.
`NC(=O)c1c(C(F)(F)F)cc(-c2ccccc2)nc1NCCO` gave Fh CTSL1 inh -2, procasp3 activ 1, PP1 counter 1, AHR act 2, procasp7 counter 0, PP5 primary 0.4, PAFAH2 FP inh -1, TPT1 inh 1 and core dimer inh 0.
For CNC(=O)CCN(Cc1ccco1)S(=O)(=O)c1ccc(OC)c(OC)c1 the results were Fh CTSL1 inh 11, procasp3 activ -3, PP1 counter 0, AHR act 0, procasp7 counter 3, PP5 primary 0.1, PAFAH2 FP inh -1, TPT1 inh -3 and core dimer inh -7.
`COc1ccc(OC)c(-c2nnc(SCC(=O)N3CCOCC3)o2)c1` gave Fh CTSL1 inh -1, procasp3 activ 2, PP1 counter 1, AHR act 24, procasp7 counter -1, PP5 primary -0.8, PAFAH2 FP inh 1, TPT1 inh -3 and core dimer inh -8.
CCCNC(=O)CSc1nc2ccc(OCC)cc2s1 was read as Fh CTSL1 inh -1, procasp3 activ -2, PP1 counter 4, AHR act 12, procasp7 counter 5, PP5 primary 0.6, PAFAH2 FP inh -1, TPT1 inh 0 and core dimer inh -1.
For CCC1CCCCN1CCCNC(=O)Cn1nc(-c2ccccc2)ccc1=O (stereo not drawn) the results were Fh CTSL1 inh 9, procasp3 activ 11, PP1 counter 0, AHR act 2, procasp7 counter -1, PP5 primary 0.0, PAFAH2 FP inh -3, TPT1 inh 2 and core dimer inh -1.
Cc1ccc([N+](=O)[O-])cc1NC(=O)C(Sc1ccccc1)c1ccccc1 (stereo not drawn) was read as Fh CTSL1 inh 4, procasp3 activ 1, PP1 counter 6, AHR act 0, procasp7 counter 6, PP5 primary 2.8, PAFAH2 FP inh -13, TPT1 inh -1 and core dimer inh -1.
Screening Cc1ccc(S(=O)(=O)n2ccc(=O)[nH]2)cc1 returned Fh CTSL1 inh -4, procasp3 activ 4, PP1 counter 0, AHR act 1, procasp7 counter -3, PP5 primary 0.2, PAFAH2 FP inh 4, TPT1 inh -1 and core dimer inh -8.
Screening CC(C)c1nnc(NC(=O)CCC(=O)N2CCN(Cc3ccccc3)CC2)s1 returned Fh CTSL1 inh 1, procasp3 activ -4, PP1 counter 1, AHR act 4, procasp7 counter -6, PP5 primary 3.1, PAFAH2 FP inh -1, TPT1 inh -4 and core dimer inh -7.
For COc1cc(C(F)(F)F)c(C(=O)N(C)Cc2cc(Cl)cc(Cl)c2)cn1 the results were Fh CTSL1 inh -2, procasp3 activ -2, PP1 counter 0, AHR act -1, procasp7 counter -2, PP5 primary 2.9, PAFAH2 FP inh 1, TPT1 inh -2 and core dimer inh 1.
Screening COCCn1c(=NC(=O)CN2C(=O)CCC2=O)sc2cc(S(N)(=O)=O)ccc21 returned Fh CTSL1 inh -1, procasp3 activ 0, PP1 counter -2, AHR act -2, procasp7 counter 9, PP5 primary 1.0, PAFAH2 FP inh 0, TPT1 inh 1 and core dimer inh -3.
For Cc1nn(C)c(C(=O)N/N=C/c2ccc(Br)cc2)c1Cl the results were Fh CTSL1 inh 6, procasp3 activ -3, PP1 counter 1, AHR act 1, procasp7 counter 1, PP5 primary -6.4, PAFAH2 FP inh 0, TPT1 inh -1 and core dimer inh -4.

Quoted at random: two records from the list, in no set order.
Screening C/C(=N\NC(=O)C1(C)CC1(Br)Br)c1ccc([N+](=O)[O-])cc1 (stereo not drawn) returned Fh CTSL1 inh 0, procasp3 activ 11, PP1 counter 0, AHR act 2, procasp7 counter 10, PP5 primary -0.4, PAFAH2 FP inh -1, TPT1 inh 1 and core dimer inh 1.
Screening COCCn1c(=NC(=O)CN2C(=O)CCC2=O)sc2cc(S(N)(=O)=O)ccc21 returned Fh CTSL1 inh -1, procasp3 activ 0, PP1 counter -2, AHR act -2, procasp7 counter 9, PP5 primary 1.0, PAFAH2 FP inh 0, TPT1 inh 1 and core dimer inh -3.

Going on with the list.
Screening COc1ccc(S(=O)(=O)N2CCOCC2)cc1NC(=O)CC(C)c1ccccc1 (stereo not drawn) returned procasp3 activ -3, AHR act -1, procasp7 counter 4 and PAFAH2 FP inh 11.
`COc1ccc([C@H]2CC(=O)C=C(c3ccc(C)cc3)C2)cc1` gave procasp3 activ -1, PP1 counter -1, AHR act 7, procasp7 counter 2, PP5 primary 2.8 and PAFAH2 FP inh -1.
Screening CCCN1C(=O)S/C(=C\c2ccc(N3CCOCC3)o2)C1=O returned Fh CTSL1 inh 7, procasp3 activ -9, PP1 counter -3, AHR act 0, procasp7 counter -14, PP5 primary -0.6, PAFAH2 FP inh -24, TPT1 inh active and core dimer inh -24.
`Cc1c(Cl)cccc1-n1c(SCC(=O)NCc2cccs2)nnc1-c1ccncc1` gave Fh CTSL1 inh 2, procasp3 activ 1, PP1 counter 1, AHR act 2, procasp7 counter 4, PP5 primary -0.2, PAFAH2 FP inh 4, TPT1 inh 2 and core dimer inh 0.
O=C(C[n+]1ccc(C(=O)NCc2ccccc2)cc1)c1ccc2c(c1)OCCO2 was read as Fh CTSL1 inh 1, procasp3 activ -9, PP1 counter -5, AHR act 1, procasp7 counter -22, PP5 primary 0.9, PAFAH2 FP inh -4, TPT1 inh 2 and core dimer inh -1.
For Cc1ccc(/C=N/n2nnnc2N)cc1 the results were Fh CTSL1 inh -3, procasp3 activ -12, PP1 counter 1, AHR act 3, procasp7 counter 3, PP5 primary -0.6, PAFAH2 FP inh -5, TPT1 inh 0 and core dimer inh -1.
For Cc1ccc(/C=C2\CCC3=C2OC(N)=C(C#N)C3c2ccc(C)cc2)cc1 (stereo not drawn) the results were Fh CTSL1 inh 0, procasp3 activ -39, PP1 counter 10, AHR act -3, procasp7 counter -53, PP5 primary 0.4, PAFAH2 FP inh 1, TPT1 inh 122* and core dimer inh 76*.
COC(=O)C1=C(C)N(c2ccc(F)cc2)/C(=C/c2ccc(O)cc2)C1=O was read as Fh CTSL1 inh 1, procasp3 activ -4, PP1 counter 2, AHR act 1, procasp7 counter 1, PP5 primary 1.3, PAFAH2 FP inh -2, TPT1 inh -1 and core dimer inh 1.
`CC(C)COC(=S)Nc1ccccc1` gave Fh CTSL1 inh -1, procasp3 activ -5, PP1 counter 0, AHR act -2, procasp7 counter 1, PP5 primary 1.2, PAFAH2 FP inh -4, TPT1 inh 10 and core dimer inh 3.
Screening Cc1ccc(-n2nnnc2-c2cnn(-c3ccc(F)cc3)c2C(F)(F)F)cc1 returned Fh CTSL1 inh -2, procasp3 activ 8, PP1 counter 0, AHR act 0, procasp7 counter 7, PP5 primary 5.2, PAFAH2 FP inh 4, TPT1 inh 1 and core dimer inh 11.
CCCC(=O)NC(=S)Nc1cccc(-c2nc3ncccc3o2)c1 was read as Fh CTSL1 inh -2, procasp3 activ -5, PP1 counter -1, AHR act -4, procasp7 counter 6, PP5 primary 2.3, PAFAH2 FP inh 0, TPT1 inh -1 and core dimer inh 0.
`CC(C)C(C)N(Cc1ccc(C(=O)O)cc1)C(=O)c1ccc2ccccc2n1` (stereo not drawn) gave Fh CTSL1 inh -1, procasp3 activ -3, PP1 counter -2, AHR act -2, procasp7 counter 7, PP5 primary -1.8, PAFAH2 FP inh 13, TPT1 inh -1 and core dimer inh 3.
O=C(CCN1C(=O)S/C(=C\C=C\c2ccccc2)C1=O)Nc1ccc(O)cc1 was read as Fh CTSL1 inh 4, procasp3 activ 1, PP1 counter 7, AHR act -2, procasp7 counter 5, PP5 primary 1.0, PAFAH2 FP inh 5, TPT1 inh -1 and core dimer inh 20.
CCCC[C@@H]1C=C(C(=O)O)[C@H](c2ccc(C#N)cc2)N1S(=O)(=O)c1ccc(C)cc1 was read as procasp3 activ 7, AHR act -1, procasp7 counter -10 and PAFAH2 FP inh -5.
`O=C(CCc1ccccc1)NNC(=O)c1ccc(F)cc1` gave Fh CTSL1 inh -2, procasp3 activ 3, PP1 counter -2, AHR act 0, procasp7 counter 7, PP5 primary -0.6, PAFAH2 FP inh -4, TPT1 inh -2 and core dimer inh -3.
